U2OS ROS induce = raises reactive oxygen species in U2OS cancer cells. U2OS ROS induction, H2DCF-DA fluorescence. ROS induction (% of piperlongumine), % at 10 µM. actives 2% (n = 46,000); in the data active = ROS induction above about 79%, passing the limit was not always enough;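 note: 0% = DMSO vehicle median and 100% = reference compound median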
* = called active by the depositor.

SMILES | U2OS ROS induce
C=CCn1cc(C(=O)OC)c(=O)c2cc(S(=O)(=O)N3CCCCCC3)ccc21 | -6.5
CN(Cc1ccccc1)S(=O)(=O)c1ccc(C(=O)Nc2nc3ccc4ccccc4c3s2)cc1 | -7.9
CCc1cc2c(=O)n(-c3ccccc3)c(SCC(=O)O)nc2s1 | 4.0
C[C@@H]1CN([C@H](C)CO)C(=O)c2cc(NS(=O)(=O)c3ccccc3)ccc2O[C@@H]1CN(C)CC1CCCCC1 | -5.8
O=C(NCCCN1CCCC1=O)c1ccc2c(c1)ncn2C1CCCCC1 | -1.5
Cc1ccc2nc3c(cc(C(N)=O)c(=N)n3Cc3cccnc3)c(=O)n2c1 | 25.6
Cn1cc(C=C2C(=O)OC3(CCCCC3)OC2=O)c2ccccc21 | 25.4
Cc1ccc(S(=O)(=O)N(C)C[C@H]2Oc3ccc(NC(=O)Nc4ccccc4)cc3CC(=O)N([C@@H](C)CO)C[C@H]2C)cc1 | 14.6
Cc1ccc(S(=O)(=O)Nc2ccc3c(c2)C(=O)N([C@H](C)CO)C[C@H](C)[C@H](CN(C)S(=O)(=O)c2ccc(F)cc2)O3)cc1 | 14.9
C[C@H]1CN([C@@H](C)CO)C(=O)Cc2cc(NC(=O)CCN3CCOCC3)ccc2O[C@@H]1CN(C)Cc1ccccc1 | 40.6
C[C@H]1CN([C@@H](C)CO)C(=O)c2cc(NC(=O)c3ccncc3)ccc2O[C@H]1CN(C)Cc1ccc2c(c1)OCO2 | 12.1
CCC(C)NC(=O)c1ccc(OC(C)=O)cc1 (stereo not drawn) | -3.7
Cc1noc(C)c1NC(=O)Nc1cccc2c1O[C@@H](CN(C)Cc1ccncc1)[C@@H](C)CN([C@@H](C)CO)C2=O | -2.3
Cc1ccc(C)c(Cn2c(CO)nc3ccccc32)c1 | 3.8
CC(C)OC(=O)N(C)C[C@@H]1OCc2cn(nn2)CCCC(=O)N([C@H](C)CO)C[C@@H]1C | 0.1
C[C@]12C=CC(=O)C=C1CC[C@H]1[C@@H]3C[C@@H](O)[C@](O)(C(=O)CO)[C@@]3(C)C[C@H](O)[C@@]12F | 5.3
Cc1cc(C)nc(NC(=O)COc2ccc([N+](=O)[O-])cc2)n1 | 3.2
C[C@@H]1CCCCO[C@H](CN(C)C)[C@@H](C)CN([C@H](C)CO)C(=O)c2cc(NC(=O)C3CCCCC3)ccc2O1 | -6.6
CCOC(=O)c1nnn2c1nc(N(CC)CC)c1ccccc12 | 37.4
Cc1noc(C)c1NC(=O)N(C)C[C@H]1Oc2c(NC(=O)C3CCOCC3)cccc2C(=O)N([C@@H](C)CO)C[C@@H]1C | -15.0
COc1ccc(S(=O)(=O)N(C)C[C@H]2Oc3ccc(NS(C)(=O)=O)cc3C(=O)N([C@H](C)CO)C[C@H]2C)cc1 | 47.0
O=C(OCc1ccc2nonc2c1)c1c2c(nc3ccccc13)CCCC2 | 17.7
CN(Cc1ccccc1)C(=O)c1c[nH]c2ccc(S(=O)(=O)N3CCOCC3)cc2c1=O | 48.5
Cc1ccc(-n2c(SCC(=O)Nc3ccc(F)c(Cl)c3)nnc2-c2ccco2)cc1 | 30.3
COc1ccc(NC(=O)N(C)C[C@H]2Oc3ccc(NS(C)(=O)=O)cc3C(=O)N([C@@H](C)CO)C[C@@H]2C)cc1 | -15.4
C[C@@H]1CN([C@H](C)CO)C(=O)Cc2cc(NC(=O)Nc3ccc(F)cc3)ccc2O[C@@H]1CN(C)S(C)(=O)=O | -15.1
O=c1c(O)c(-c2ccc(O)cc2)oc2cc(OC3O[C@H](CO)[C@@H](O)[C@H](O)[C@H]3O)cc(O)c12 (stereo partly drawn) | 1.0
CC(=O)Oc1ccc2c(c1C(C)C)CCC1C(C)(C)CCC[C@]21C (stereo partly drawn) | -15.3
C[C@@H]1CN([C@H](C)CO)C(=O)c2cccc(NC(=O)Nc3cccc4ccccc34)c2O[C@@H]1CN(C)S(=O)(=O)c1ccc(Cl)cc1 | -3.5
Cc1noc(C)c1NC(=O)Nc1ccc2c(c1)CC(=O)N([C@@H](C)CO)C[C@H](C)[C@H](CN(C)C(=O)Nc1ccc3c(c1)OCO3)O2 | -5.6
CC[n+]1c(C=C2C=C(C)CC(C)C2)sc2ccccc21 (stereo not drawn) | 47.4
COc1ccc(NC(=O)N(C)C[C@@H]2Oc3c(NC(=O)NC4CCCCC4)cccc3C(=O)N([C@H](C)CO)C[C@H]2C)cc1 | 0.7
Cc1ccc(S(=O)(=O)Nc2ccc3c(c2)C(=O)N([C@@H](C)CO)C[C@H](C)[C@H](CN(C)C(=O)Nc2cccc4ccccc24)O3)cc1 | 20.7
O=[N+]([O-])c1cccc(CN(CCO)Cc2ccccc2)c1 | -5.4
COc1ccc(CN(C)C[C@H]2Oc3ccc(NC(=O)C4CC4)cc3C(=O)N([C@@H](C)CO)C[C@@H]2C)cc1 | -7.5
COc1c2occc2c(OC)c2c(=O)cc(CO[C@@H]3O[C@H](CO)[C@@H](O)[C@H](O)[C@H]3O)oc12 | 0.7
Cc1ccc2c(c1)c1nnc(SCCN3CCCCC3)nc1n2C | 13.4
COc1ccccc1OCC(=O)Nc1cc(C(=O)Nc2ccccc2C(=O)O)ccc1C | 1.1
COC(=O)c1cc(O)cc(OC)c1C(=O)c1c(O)cc(C)cc1O | 93.8*
COc1ccc(OC)c(S(=O)(=O)Nc2ccc(O)c3ccccc23)c1 | -24.1
CCOC(=O)c1sc(SCc2c(Cl)cccc2Cl)c(S(=O)(=O)C(C)C)c1N | 7.7
COC(=O)c1ccc2c(c1)C1C3CCC(C3)C1C(c1ccccc1)N2 (stereo not drawn) | 30.0
Cc1nccc(-c2cc(-c3cccc(C(F)(F)F)c3)no2)n1 | 0.1
Cc1noc(C)c1S(=O)(=O)Nc1ccc2c(c1)CC(=O)N([C@@H](C)CO)C[C@H](C)[C@H](CN(C)S(=O)(=O)c1c(C)noc1C)O2 | 10.6
CC(C)N(C(=O)NCc1ccccc1)C(C)C | -9.0
COc1ccc(NC(=O)Nc2cccc3c2O[C@H](CN(C)Cc2ccc(C(F)(F)F)cc2)[C@@H](C)CN([C@@H](C)CO)C3=O)cc1 | 51.3
C[C@@H]1CN([C@H](C)CO)C(=O)c2cc(NC(=O)C3CC3)ccc2O[C@@H]1CN(C)C(=O)Nc1cccc2ccccc12 | -10.2
COc1ccc(-c2coc3c(CC=C(C)C)c(O)c(OC)cc3c2=O)cc1 | 2.6
C=CCS/C(=N\n1cnc2ccccc2c1=O)N1CCCCC1 | 1.7
CCCN(C)C[C@@H]1Oc2ncc(-c3cccc(C(F)(F)F)c3)cc2C(=O)N([C@H](C)CO)C[C@@H]1C | 2.4
CC(C)(C)c1ccc(C(=O)N(CC#N)CC#N)cc1 | -7.8
COc1ccc(C(=O)Nc2ccccc2C(=O)NCC2CCCO2)cc1 (stereo not drawn) | -6.3
C[C@H]1CN([C@@H](C)CO)C(=O)CCCn2cc(nn2)CO[C@H]1CN(C)S(=O)(=O)c1ccccc1F | 10.5
CC(C)NC(=O)N(C)C[C@@H]1Oc2ccc(NC(=O)Cc3cn(C)c4ccccc34)cc2C(=O)N([C@@H](C)CO)C[C@H]1C | -1.2
Cc1ccc2c(c1)c(-c1ccccc1)c(-c1ccccc1)n2CC(O)CNCc1ccco1 (stereo not drawn) | 4.6
C[C@@H]1CN([C@H](C)CO)C(=O)c2cc(NS(=O)(=O)c3ccc(F)cc3)ccc2O[C@@H]1CN(C)S(=O)(=O)c1ccc(F)cc1 | -3.5
C[C@H](CO)N1C[C@H](C)[C@@H](CN(C)C(=O)Nc2ccc3c(c2)OCO3)Oc2ccc(NC(=O)Nc3cccc4ccccc34)cc2C1=O | -8.7
C[C@H]1CN([C@@H](C)CO)C(=O)c2cc(NC(=O)Nc3ccc4c(c3)OCO4)ccc2O[C@H]1CN(C)C(=O)Nc1ccc(C(F)(F)F)cc1 | 11.9
C[C@H](CO)N1C[C@H](C)[C@H](CN(C)C(=O)Nc2cccc3ccccc23)Oc2ccc(NC(=O)NC3CCCCC3)cc2C1=O | -1.7
CC(=O)Oc1cc(OC(C)=O)c2c(c1)O[C@H](c1ccc(OC(C)=O)c(OC(C)=O)c1)[C@H](OC(C)=O)C2 | 9.9

Next part.
SMILES | U2OS ROS induce
O=C(NCC1CCCO1)c1ccc2c(c1)sc1nc(-c3ccccc3)cn12 (stereo not drawn) | 31.3
C[C@H](CO)N1C[C@H](C)[C@H](CN(C)Cc2ccc(C(=O)O)cc2)Oc2ccc(NC(=O)CCN3CCOCC3)cc2CC1=O | -6.8
CC(C)NC(=O)N(C)C[C@H]1Oc2ccc(NS(=O)(=O)c3cccs3)cc2CC(=O)N([C@@H](C)CO)C[C@@H]1C | -6.8
O=C(CCCCCCC(=O)Nc1ccccc1O)N/N=C/c1cccnc1 | 2.8
COc1ccc(-c2csc(-c3ccc(OC)cc3)n2)cc1 | -14.5
C[C@H](CO)N1C[C@H](C)[C@@H](CN(C)C(=O)Nc2ccccc2)Oc2ccc(NC(=O)Cn3cnnn3)cc2C1=O | -6.5
CC(C(O)c1ccc(O)cc1)N1CCC(Cc2ccccc2)CC1 (stereo not drawn) | -3.9
C[C@@H]1CN([C@@H](C)CO)C(=O)c2cccc(NC(=O)c3nc4ccccc4s3)c2O[C@H]1CN(C)S(=O)(=O)c1cn(C)cn1 | -5.0
COc1cc(/C(C)=C/C(C)CCCC(=O)O)oc(=O)c1C (stereo not drawn) | 0.1
Cc1ccc(S(=O)(=O)N(C)C[C@H]2Oc3ccc(NC(=O)Nc4c(C)noc4C)cc3CC(=O)N([C@H](C)CO)C[C@H]2C)cc1 | -5.3
COc1ccc(NC(=O)N(C)C[C@@H]2Oc3c(NC(=O)C4CC4)cccc3C(=O)N([C@H](C)CO)C[C@H]2C)cc1 | -5.6
C[C@H](CO)N1C[C@H](C)[C@@H](CN(C)Cc2cccnc2)OCc2cn(nn2)CCCC1=O | -5.4
C[C@H](CO)N1C[C@H](C)[C@H](CN(C)Cc2ccc3c(c2)OCO3)Oc2c(NC(=O)C3CCCCC3)cccc2C1=O | -5.8
CCn1ccc(C(=O)Nc2nccs2)n1 | -10.4
CCNC(=O)c1ccc2c(c1)sc1nc(-c3ccccc3)cn12 | 22.6
COc1ccc(NC(=O)N(C)C[C@@H]2Oc3c(NC(=O)NC4CCCCC4)cccc3C(=O)N([C@@H](C)CO)C[C@@H]2C)cc1 | -0.8
O=C(Cc1ccccc1)c1cccs1 | -3.0
C[C@H]1CN([C@@H](C)CO)C(=O)c2cc(NC(=O)Nc3ccc4c(c3)OCO4)ccc2O[C@@H]1CN(C)C(=O)Nc1ccc(F)cc1 | 10.6
COc1cccc(C(=O)c2sc3nsc(SCc4ccccc4)c3c2N)c1 | 335.4*
C[C@H](CO)N1C[C@H](C)[C@H](CN(C)Cc2ccccc2)Oc2ccc(NC(=O)C3CC3)cc2CC1=O | -0.8

Nothing new here: eleven of the compounds above.
SMILES | U2OS ROS induce
Cc1ccc(S(=O)(=O)N(C)C[C@H]2Oc3ccc(NC(=O)Nc4c(C)noc4C)cc3CC(=O)N([C@H](C)CO)C[C@H]2C)cc1 | -5.3
COc1ccc(NC(=O)N(C)C[C@@H]2Oc3c(NC(=O)C4CC4)cccc3C(=O)N([C@H](C)CO)C[C@H]2C)cc1 | -5.6
C[C@H](CO)N1C[C@H](C)[C@@H](CN(C)Cc2cccnc2)OCc2cn(nn2)CCCC1=O | -5.4
C[C@H](CO)N1C[C@H](C)[C@H](CN(C)Cc2ccc3c(c2)OCO3)Oc2c(NC(=O)C3CCCCC3)cccc2C1=O | -5.8
CCn1ccc(C(=O)Nc2nccs2)n1 | -10.4
CCNC(=O)c1ccc2c(c1)sc1nc(-c3ccccc3)cn12 | 22.6
COc1ccc(NC(=O)N(C)C[C@@H]2Oc3c(NC(=O)NC4CCCCC4)cccc3C(=O)N([C@@H](C)CO)C[C@@H]2C)cc1 | -0.8
O=C(Cc1ccccc1)c1cccs1 | -3.0
C[C@H]1CN([C@@H](C)CO)C(=O)c2cc(NC(=O)Nc3ccc4c(c3)OCO4)ccc2O[C@@H]1CN(C)C(=O)Nc1ccc(F)cc1 | 10.6
COc1cccc(C(=O)c2sc3nsc(SCc4ccccc4)c3c2N)c1 | 335.4*
C[C@H](CO)N1C[C@H](C)[C@H](CN(C)Cc2ccccc2)Oc2ccc(NC(=O)C3CC3)cc2CC1=O | -0.8

More records:
SMILES | U2OS ROS induce
CCOc1ccc(CNC(=O)c2cc(=O)[nH]c3ccccc23)cc1 | -2.2
CSc1ccccc1Sc1cc(C(=O)NCc2ccco2)c2ccccc2n1 | -4.9
CCc1nc(SCC(=O)Nc2ccc(OC)cc2)c2c3c(sc2n1)COC(C)(C)C3 | 4.2
CC(C)NC(=O)Nc1cccc2c1O[C@H](CN(C)Cc1ccc(Oc3ccccc3)cc1)[C@@H](C)CN([C@H](C)CO)C2=O | 73.5
c1ccc(CCSc2nnc3sc4ccccc4n23)cc1 | 9.1
C[C@@H]1CCCCO[C@@H](CN(C)S(=O)(=O)c2cccs2)[C@@H](C)CN([C@H](C)CO)C(=O)c2cc(NC(=O)Nc3ccc(C(F)(F)F)cc3)ccc2O1 | 27.5
O=S(=O)(Cc1nc(CSc2ccccn2)cs1)c1ccc(Cl)cc1 | 11.1
CCCCCCCCN1C(=O)C(C(C)=O)=C(C)C1(C)O (stereo not drawn) | 7.8
COc1cc(NC(=O)COc2cc(C)ccc2C)c(C(=O)O)cc1OC | 38.9
C[C@H](CO)N1C[C@H](C)[C@H](CN(C)C(=O)Nc2ccc3c(c2)OCO3)Oc2ccc(NS(=O)(=O)c3ccccc3)cc2C1=O | 14.9
Cc1noc(C)c1S(=O)(=O)Nc1ccc2c(c1)C(=O)N([C@H](C)CO)C[C@H](C)[C@H](CN(C)S(=O)(=O)c1ccc(F)cc1)OCCCC[C@@H](C)O2 | 22.8
C[C@H]1CN([C@@H](C)CO)C(=O)Cc2cc(NC(=O)Cn3cnnn3)ccc2O[C@H]1CN(C)S(=O)(=O)c1ccc(F)cc1 | -7.8
COc1ccc(CN(C)C[C@@H]2Oc3ccc(NC(=O)NC(C)C)cc3C(=O)N([C@@H](C)CO)C[C@H]2C)cc1 | -13.0

Only part of the results is shown (hit frequency here may not be typical).
